# Bioassay records from PubChem BioAssay.
# Runt-CBFb FRET = blocks binding of human RUNX1 Runt domain to CBFb | Q01196+Q13951 | Cerulean-Runt/Venus-CBFb FRET ratio 530/480, 1 h | inhibition, % at 20 µM | 220,000 tested, 0.46% active | AID 1496;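 active = inhibition over about 50% at 20 µM in the single-dose screen, limit read from the data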;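 note: 0% = DMSO wells and 100% = excess unlabeled CBFb competitor control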
#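 System: Cerulean-labeled Runt domain protein | Quantity: 100 nM of each labeled protein | Schedule: 1 h compound exposure, room temperature | Detection: Fluorescence energy transfer, 422 nm excitation, 530/480 nm emission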
# NPY1 pot ag = human NPY-Y1 potentiation or agonism, primary screen. activation, % at 3.6 µM. 220,000 tested, 0.37% active. NPY-Y1 expressing cells, potentiator/agonist activation. P25929; in the data active = activation above about 33%, passing the limit was not always enough;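 note: cells stimulated with NPY at EC10 then isoproterenol at EC100; 0% = low agonist plus stimulus and 100% = saturating agonist plus stimulus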
# MDM2 E3 inh = inhibitors of human Mdm2 E3 ubiquitin ligase; Q00987; cell-based MDM2 ubiquitination luciferase reporter, 2 h; 0 = plate control, 100 = twice control, blank-subtracted; signal enhancement, % at 5 µM; 210,000 tested, 0.11% active;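 active = signal enhancement of 30% or more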;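 note: luminescence tracks abundance of the self-degrading MDM2-luciferase fusion protein; higher signal means inhibition of MDM2 E3 ligase activity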
#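 Assay system: stable mammalian line carrying autodegrading MDM2–luciferase fusion reporter; amount: 2000 cells seeded into each well; buffer or medium: DMEM; benchmarks: plate control and blank wells; signal: luciferase luminescence; timing: 2 h compound exposure at 37 °C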
# RBBP9 inh = inhibitors of human serine hydrolase RBBP9; recombinant RBBP9, FP-Rh probe fluorescence polarization; inhibition, % at 7.94 µM; 220,000 tested, 0.2% active; AID 1515;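 active = inhibition above the campaign mean of all tested compounds plus 3 SD, cut at about 14% in these data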;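 note: plate controls were DMSO wells with RBBP9 for no effect and wells lacking RBBP9 protein for full effect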
#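 Measured by – fluorescence polarization · Test system – RBBP9 protein · Input – 2.5 µM RBBP9 dispensing solution, before mixing · Measure – percent inhibition from mP, scaled between DMSO and no-protein wells · Benchmarks – DMSO-treated enzyme wells and wells lacking RBBP9 · Times – preincubation 30 min plus labeling 45 min at 25 °C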
# NPY-Y2 PAM-ag = potentiates or activates human NPY-Y2 receptor; AID 1359; 220,000 tested, 0.45% active; activation, % at 3.6 µM; P49146; cells expressing NPY-Y2, potentiator/agonist read-out; in the data active = activation above about 27%;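 note: cells stimulated with NPY near EC25 plus isoproterenol at EC100; 0% = vehicle plus submaximal agonist and 100% = vehicle plus saturating agonist; some results beyond the cut were filed as inactive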
# Target sequence (P49146 whole entry, looked up): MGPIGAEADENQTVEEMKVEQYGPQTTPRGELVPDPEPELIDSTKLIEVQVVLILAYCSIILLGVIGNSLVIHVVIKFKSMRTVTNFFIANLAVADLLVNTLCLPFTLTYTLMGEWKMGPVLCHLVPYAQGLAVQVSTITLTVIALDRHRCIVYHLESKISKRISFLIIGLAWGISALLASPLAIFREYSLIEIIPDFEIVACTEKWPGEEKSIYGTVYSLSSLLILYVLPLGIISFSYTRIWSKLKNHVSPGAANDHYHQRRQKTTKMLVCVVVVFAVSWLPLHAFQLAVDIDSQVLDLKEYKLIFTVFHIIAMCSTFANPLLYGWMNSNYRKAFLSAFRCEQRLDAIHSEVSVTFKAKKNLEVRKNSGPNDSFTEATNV
# Hck Nef HTS = inhibitors of human Hck kinase activated by Nef; P08631; Recombinant Hck-YEEI plus Nef, Z-Lyte FRET kinase assay; inhibition, % at 20 µM; 220,000 tested, 0.68% active; AID 463187;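 active = Hck-Nef kinase inhibition above about 50%, limit read from the data; inactive = inhibition below that limit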;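 note: 0% = DMSO with Hck plus Nef and 100% = Hck alone without Nef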
# Target sequence (P08631 whole entry, looked up): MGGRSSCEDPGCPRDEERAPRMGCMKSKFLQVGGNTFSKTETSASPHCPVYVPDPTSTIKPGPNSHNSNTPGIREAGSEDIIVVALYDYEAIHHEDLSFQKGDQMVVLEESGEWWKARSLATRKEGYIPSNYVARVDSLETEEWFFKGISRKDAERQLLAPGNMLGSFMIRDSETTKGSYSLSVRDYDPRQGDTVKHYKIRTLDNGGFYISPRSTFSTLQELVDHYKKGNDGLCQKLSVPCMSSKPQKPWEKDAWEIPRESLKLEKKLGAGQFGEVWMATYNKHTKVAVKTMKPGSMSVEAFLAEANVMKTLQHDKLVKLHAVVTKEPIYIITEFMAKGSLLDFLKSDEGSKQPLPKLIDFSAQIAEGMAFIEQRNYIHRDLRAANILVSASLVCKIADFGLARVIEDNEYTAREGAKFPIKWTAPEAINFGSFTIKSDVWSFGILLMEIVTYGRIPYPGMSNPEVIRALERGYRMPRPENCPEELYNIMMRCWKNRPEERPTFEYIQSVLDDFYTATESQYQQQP
# NPY Y1 blocker = NPY-Y1 (human) receptor antagonism; P25929; HEK293-CNG Y1 cells, membrane potential fluorescence; NPY at EC95, then isoproterenol; inhibition, % at 3.6 µM; 200,000 tested, 1% active;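 active = inhibition above the campaign mean inhibition of all tested compounds plus 3 SD, cut at about 20% in these data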;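 note: 0% = DMSO wells given NPY plus isoproterenol and 100% = isoproterenol alone without NPY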
#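 material = HEK293 cells with Y1 receptor plus CNG channel | also added = NPY 25 nM then isoproterenol 1 µM plus Ro 20-1724 25 µM | schedule = dye 3 h, compound 60 min room temperature, stimulation 45 min | measured by = membrane potential fluorescence | benchmarks = high control isoproterenol alone, low control NPY with isoproterenol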
# Runt-SMMHC FRET = Runt domain-CBFb-SMMHC interaction inhibition | Q01196+Q13951 | Cerulean-Runt/Venus-CBFb-SMMHC FRET ratio 530/480, 1 h | inhibition, % at 20 µM | 220,000 tested, 0.74% active | AID 1434;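 active = mean inhibition across duplicate retests at 20 µM reaching about 50%, limit read from the data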;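 note: 0% = DMSO wells and 100% = wells with excess untagged CBFb-SMMHC; inhibitors lower the FRET ratio by blocking Runt binding to CBFb-SMMHC; some results filed as inactive read as strong as hits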
# p97 inhibitor = human p97 ATPase inhibition; 220,000 tested, 0.42% active; P55072; inhibition, % at 8 µM; recombinant p97 ATPase, Kinase-Glo ATP luminescence, 3 h; in the data active = inhibition above about 15%;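 note: 0% = DMSO vehicle and 100% = wells lacking enzyme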
# Active calls of the source: *; x = not tested or not shown.
# Fields: Runt-CBFb FRET	NPY1 pot ag	MDM2 E3 inh	RBBP9 inh	NPY-Y2 PAM-ag	Hck Nef HTS	NPY Y1 blocker	Runt-SMMHC FRET	p97 inhibitor
CCCn1c(N)c(Br)c(=O)[nH]c1=O
    1	-9	1	3	10	3	2	0	3
O=C1C=C(Nc2ccccc2)c2ccccc2C1=O
    1	-9	-2	-2	-4	3	2	-3	10
O=C(CN1CCCCC1)n1c2ccccc2c2ccccc21
    2	-33	-12	-4	-36	6	x	-3	5
CCCCOc1ccccc1/C=N/NC(=O)CC#N
    3	-5	-7	-9	-12	-3	-3	2	-2
OC(Cc1cccnc1)(Cc1cccnc1)c1cc2ccccc2[nH]1
    2	2	-1	-10	16	2	4	3	1
O=C(NC(=S)Nc1cccc(C(F)(F)F)c1)c1ccc2nonc2c1
    2	18	-10	-9	15	-14	x	0	-3
O=C(O)c1ccc(N2C(=O)C3C4c5ccccc5C(Br)(c5ccccc54)C3C2=O)cc1 (configuration not stated)
    -2	-7	-8	1	8	27	2	0	6
Cc1nn(C)c(=O)c(N)c1-c1cc(-c2ccc(Cl)c(Cl)c2)n[nH]1
    -2	2	-5	-13	-21	-5	x	0	-5
CN1C(=O)/C(=C\c2cc(Br)cs2)c2ccccc21
    -5	4	-9	-5	-4	-6	7	-2	8
CCCNC(=O)NC(=O)CSc1nnc(C)n1N
    0	-5	-12	-4	17	-2	1	2	2
CCn1c(C)nc2cc(C(=O)NNC(=S)NC(=O)c3ccccc3)ccc21
    10	-8	-8	0	-9	19	-1	5	3
CCc1nnc(NC(=O)c2ccc3ccccc3n2)s1
    1	-11	-9	-7	-22	13	3	-1	-3
Cc1ccc(OCCNC(=O)Cn2cnc3c(=O)n(C)c(=O)n(C)c32)cc1C
    -1	5	9	-7	1	8	-4	0	-1
COc1ccc(N(CN2C(=O)c3ccccc3C2=O)C(=O)C(C)C)cc1
    -4	-9	-18	-5	7	-1	-2	4	4
CCC(=O)OCC(=O)Nc1ccc([N+](=O)[O-])cc1OC
    4	-2	5	0	7	-6	-3	-2	2
CCN(CC)S(=O)(=O)c1ccc(N2CCOCC2)c(NS(=O)(=O)c2ccc(C)c(C)c2)c1
    -2	6	-14	-2	9	2	-2	-1	-1
CC12C(=O)N(c3cccc4cccnc34)C(=O)C1C1C=CC2C1 (configuration not stated)
    1	15	-2	1	17	0	-1	-8	6
Cc1ccnc(SCc2cc(=O)c(OC(=O)c3ccc(S(=O)(=O)N4CCCC4)cc3)co2)n1
    -2	-1	19	-1	14	4	4	-3	3
Cc1[nH]c2ccccc2c1CCN(Cc1cccs1)C(=S)Nc1ccccc1
    -1	23	-16	2	28	21	0	2	1
O=[N+]([O-])c1cc(/C=N\Nc2nccs2)ccc1O
    28	-10	-2	-2	-12	1	9	11	8
COC(=O)c1sccc1N/N=C/c1cccc(OC)c1O
    1	-16	-67	-1	6	2	6	0	-7
O=C(COc1ccccc1)N(Cc1cccs1)C1CCS(=O)(=O)C1 (configuration not stated)
    1	-8	6	-5	-11	7	x	-4	2
O=C(CSc1nc2[nH]ncc2c(=O)[nH]1)c1ccccc1
    -1	-5	8	-7	3	26	0	-2	7
CCC1(C)Cc2ccccc2C(Nc2c(C)n(C)n(-c3ccccc3)c2=O)=N1 (configuration not stated)
    3	22	-17	6	14	0	2	2	5
CC1(C)Cc2cccc(OCC(O)CNCc3ccccn3)c2O1 (configuration not stated)
    -3	80*	-20	-1	66*	0	-6	4	0
O=C(O)C1C2C=CC(C2)C1C(=O)Nc1ccc(C(=O)N2CCCCC2)c(Cl)c1 (configuration not stated)
    -2	0	2	4	16	0	-5	-2	3
Cc1ccc(S(=O)(=O)N2CCN(c3ccc4nnc(-c5ccccc5)n4n3)CC2)cc1
    -2	-9	-10	-4	14	-1	-3	-5	-11
O=S(=O)(NCC1CCCO1)c1cc(Br)c(Br)s1 (configuration not stated)
    0	19	-8	-2	3	-7	4	-2	5
Cc1ccc(CNC(=O)c2cc3c(=O)n(C)c4ccccc4c3n2C)cc1
    -2	-7	-5	-7	-9	0	-1	-4	-12
CC1CCCC(C)N1CCNC(=O)Nc1ccc(Cl)cc1 (configuration not stated)
    2	2	-2	9	10	-2	-6	-2	1
CC(C)(C)c1ccc(C(=O)NCC(=O)N/N=C/c2ccccc2OCC(=O)O)cc1
    -3	15	-10	-4	10	18	5	-2	4
O=C(COC(=O)C1CCN(S(=O)(=O)c2cccs2)CC1)c1ccccc1
    0	-5	-6	-2	3	14	1	0	0
CC(=O)N(Cc1ccccc1)c1ccccc1C(=O)O
    3	-6	10	-10	-2	8	x	1	-3
CCN(CC)S(=O)(=O)c1ccc(NC(=O)COC(=O)c2c[nH]c(=O)[nH]c2=O)cc1
    0	-2	x	-1	-6	19	x	-4	7
NC(=O)c1ccsc1NC(=O)CSc1nnc(Nc2ccccc2)s1
    -1	0	-11	5	-8	-3	0	-9	4
Oc1c(C=Nc2ccccc2)sc(=S)n1Cc1ccccc1
    12	-2	-5	-2	-3	16	8	46	2
N#Cc1c(-c2cccnc2)cc(-c2ccccc2)nc1N
    2	-4	-7	-4	-7	15	x	4	4
O=C(OCCCN1CCOCC1)c1ccc(O)c(O)c1
    6	15	-11	-5	8	-23	x	0	7
Fc1ccccc1C1c2cccn2CCN1C(=S)Nc1ccc(Br)cc1 (configuration not stated)
    3	-17	0	-5	0	-29	1	2	1
COc1ccc(OC)c(S(=O)(=O)NCCO)c1
    -1	3	12	-3	11	-1	3	2	2
O=C(Cn1ccc(C(F)(F)F)n1)N/N=C/c1ccc(N2CCOCC2)cc1
    -6	0	-11	-7	5	-3	-3	-12	1
O=S(=O)(c1ccc2c(c1)OCCCO2)N1CCNCC1
    1	15	-14	-5	-9	0	-4	1	10
CC1CCN(c2ccc(/C=N/n3nnnc3N)cc2[N+](=O)[O-])CC1
    -4	31	-21	-7	16	0	-2	-3	3
CSc1cccc(NC(=S)N(Cc2ccc(C)cc2)Cc2ccccn2)c1
    -2	-5	-6	2	2	3	2	1	2
Cc1ccccc1C(=O)Nc1nc(=S)ss1
    1	5	-9	-1	0	1	-6	-5	5
CCNC(=O)NC(=O)C(C)OC(=O)CCS(=O)(=O)c1ccc(C)cc1 (configuration not stated)
    5	8	-13	-11	7	18	9	-2	3
COc1ccc(N2CCN(C(=O)c3cccc(Br)c3)CC2)c([N+](=O)[O-])c1
    0	7	-16	0	12	4	1	0	-2
O=c1cc(O)n(-c2ccccc2)c(=S)[nH]1
    4	-9	7	-5	4	4	0	34	-5
Cc1nnc(SC/C=C/c2ccccc2)n(N)c1=O
    0	10	2	-7	10	15	8	1	4
N#CC1=C(S)N(c2ccccc2)C(c2cccs2)NC1=O (configuration not stated)
    0	15	-4	-7	0	-3	-1	-1	-3
Cc1noc(C)c1COC(=O)CCOc1ccccc1
    -1	5	-1	-11	9	1	1	6	0
COc1cc(/C=N/n2cnnc2)ccc1Oc1nc(Cl)ncc1F
    3	23	-11	-1	0	29	-6	0	9
O=C(CC(C(=O)O)N1CCOCC1)Nc1ccc(Cl)cc1 (configuration not stated)
    0	24	-4	-1	10	0	-6	-7	-1
COc1ccc(OC)c(N=C2C(=O)Nc3ccccc32)c1
    9	11	-9	-1	-8	1	0	3	-5
CCOc1cccc(N2C(=O)CC(N(CCc3ccc(OC)c(OC)c3)C(=O)CC)C2=O)c1 (configuration not stated)
    2	-9	1	-3	12	0	1	0	0
CCOc1ccc(OCCSc2nc3ccccc3[nH]2)cc1
    0	21	-9	-6	-1	-6	0	-4	-5
O=C(O)c1cc(Cl)c(Cl)cc1C(=O)N1CCCC1
    0	6	-7	-10	10	-10	9	1	-2
Brc1ccc(-c2ccc(/C=N/Nc3nc4ccccc4[nH]3)o2)cc1
    26	8	3	-2	21	8	8	63	6
COC(=O)c1ccc(-n2c(C)cc(-c3csc(NC(=O)c4ccc(S(=O)(=O)N(C)C)cc4)n3)c2C)cc1
    -3	1	-6	-6	-6	0	-6	-16	1
CCCC(=O)c1c(NC(C)C)cc(C)oc1=O
    -1	14	-12	-1	1	0	-4	-7	3

# New compounds follow
# Fields: Runt-CBFb FRET	NPY1 pot ag	MDM2 E3 inh	RBBP9 inh	NPY-Y2 PAM-ag	Hck Nef HTS	NPY Y1 blocker	Runt-SMMHC FRET	p97 inhibitor
COc1ccccc1NC(=S)N(Cc1cccnc1)Cc1ccco1
    -1	8	-44	10	-13	16	-4	0	2
CN(Cc1cn(C)nc1-c1ccccc1F)C1CCOC1 (configuration not stated)
    0	15	8	-3	-1	17	3	-2	7
COCCNC(=O)c1cc2c3ccccc3n(C)c2s1
    -1	-16	-16	-4	10	1	1	-1	2
Cc1ccc(C(=O)N2CCN(c3ccccc3)CC2)cc1C
    -1	-4	1	7	8	-5	6	-7	1
O=C(O)CCn1c(SCc2ccccc2)nc2ccccc21
    0	12	-8	-1	-6	1	11	1	4
CN(CC(=O)Nc1cccc2c1CCCC2)S(=O)(=O)c1ccc(Br)cc1
    1	8	-3	-9	14	0	1	2	2
O=C(CN1C(=O)S/C(=C/c2ccncc2)C1=O)N1CCOCC1
    -2	15	-2	2	8	2	5	1	3
Clc1cccc(N/N=C/c2ccc(N3CCOCC3)s2)c1
    10	-8	-7	3	8	8	-3	-7	-5
COc1ccc2c(c1)CC/C(=C\c1ccc(OC)c(Cn3cccn3)c1)C2=O
    -1	1	-5	-10	-3	16	6	-4	-6

# Among those listed so far, these have a CF3 group:
# Fields: Runt-CBFb FRET	NPY1 pot ag	MDM2 E3 inh	RBBP9 inh	NPY-Y2 PAM-ag	Hck Nef HTS	NPY Y1 blocker	Runt-SMMHC FRET	p97 inhibitor
O=C(NC(=S)Nc1cccc(C(F)(F)F)c1)c1ccc2nonc2c1
    2	18	-10	-9	15	-14	x	0	-3
O=C(Cn1ccc(C(F)(F)F)n1)N/N=C/c1ccc(N2CCOCC2)cc1
    -6	0	-11	-7	5	-3	-3	-12	1

# Part of the list above, limited to NPY1 pot ag and Hck Nef HTS.
Molecule	NPY1 pot ag	Hck Nef HTS
COCCNC(=O)c1cc2c3ccccc3n(C)c2s1	-16	1
Cc1ccc(C(=O)N2CCN(c3ccccc3)CC2)cc1C	-4	-5
